# 14-3-3g Raf = alters human 14-3-3 gamma binding to Raf peptide. P61981. FP, 14-3-3gamma / TMR-pS259-Raf peptide binding. inhibition, % at 40 µM. 160,000 compounds, 0.19% hits; in the data active = inhibition above about 30%;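 note: 0% = protein plus tracer without compound and 100% = blank with tracer alone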
# Target sequence (P61981 whole entry, looked up): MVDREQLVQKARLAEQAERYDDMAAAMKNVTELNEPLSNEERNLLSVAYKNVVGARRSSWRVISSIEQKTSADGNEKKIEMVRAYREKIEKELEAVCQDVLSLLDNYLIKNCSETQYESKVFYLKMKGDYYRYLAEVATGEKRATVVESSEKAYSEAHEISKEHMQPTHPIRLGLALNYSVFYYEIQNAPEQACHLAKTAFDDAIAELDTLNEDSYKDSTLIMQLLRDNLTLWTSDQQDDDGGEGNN
# * hit, by the source's call; & = joins results of further samples.
SMILES,14-3-3g Raf
COCc1[nH]nc2c1C(c1ccc(OC)c(OC)c1)C(C#N)=C(N)O2 (configuration not stated),5
Cc1ccc(N2C3=C(C(=O)CC(C)(C)C3)C(c3cnn(C)c3)C3=C2CC(C)(C)CC3=O)cc1,-5
CC1=C(C(=O)N2CCCCC2)C(c2ccc(C(F)(F)F)cc2)C2=C(CC(C)(C)CC2=O)N1 (configuration not stated),6
CCOc1ccc(C(=O)Nc2ccc3nn(-c4ccc(OC)cc4)nc3c2)cc1[N+](=O)[O-],-12
CCn1c(-c2csc(C)c2)n[nH]c1=S,-1
COc1ccccc1CNC(=O)c1c(O)c2cccc3c2n(c1=O)CC3,-2
COc1ccc(S(=O)(=O)N2CN(Cc3ccco3)c3nc4ccccc4nc32)cc1,-7
Cc1ccnc(NC(=O)c2ccc(NC(=O)c3ccco3)cc2)c1,-9
COc1ccc2c(c1)sc(=N)n2CCO,0
OC(CNCCOc1ccccc1)Cn1c2ccccc2c2ccccc21 (configuration not stated),0
CC(=O)NC(C(=O)NCC(N)=O)C(C)C (configuration not stated),-7
Cn1c(=O)c2c(nc(OCc3ccccc3)n2C)n(C)c1=O,-8
O=C(CN1C(=O)CSc2ccccc21)Nc1ccccc1C(=O)N1CCOCC1,-5
CCOc1ccc(CCNC(=O)C2CCCN(C(=O)N(C)C)C2)cc1OCC (configuration not stated),3
COc1ccccc1N1CCN(C(=O)CN(Cc2ccccc2)S(C)(=O)=O)CC1,7
Cc1ccc2cc3cc(C(=O)N4CCN(c5cc(Cl)ccc5C)CC4)oc3nc2c1,-1
CCOC(=O)N1CCN(c2c(-c3ccc(C)cc3)c(=O)c2=O)CC1,-1
CCC(=O)N1CCc2cc(S(=O)(=O)N3CCN(c4ccc(C(C)=O)cc4)CC3)ccc21,3
O=C(CN(c1ccc(F)cc1)S(=O)(=O)c1ccccc1)NCc1ccco1,-1
COc1ccccc1NC(=O)C1=C(C)Nc2nc3ccccc3n2C1c1ccc(Br)cc1 (configuration not stated),-2
COc1ccc(-c2nnc(-c3cc4c(ccc5ccccc54)oc3=O)o2)cc1,-83
O=C1c2ccccc2C(=O)N1Cc1ccc(S(=O)(=O)NCc2ccc3c(c2)OCO3)cc1,-6
CC1=Nn2c(nnc2C2CCCCC2)SC1,1
CCOc1ccc(-n2c(SCC(N)=O)nc3c(c2=O)SCC3)cc1,-1
O=C1CCC(=O)N1c1ccc(S(=O)(=O)Nc2ccc(Br)cc2)cc1,-4
CCCCS(=O)(=O)C(=C1Nc2ccccc2N1)S(=O)(=O)CCCC,-6
O=C(Nc1nnc(-c2ccccc2)s1)c1ccc(Cl)c(S(=O)(=O)N2CCOCC2)c1,-2&-1
COc1cccc(-c2nc3sc4c(c3c(=O)n2CC#N)CCCC4)c1,0
COC(=O)c1[nH]c2ccccc2c1NC(=O)CN1CCN(c2cccc(Cl)c2)CC1,6
O=C1c2ccccc2C(=O)N1CCCCSc1nnnn1-c1ccccc1,-3
COc1cc2nc(=S)n3c(c2cc1OC)NC(CCC(=O)N1CCN(C2CCCCC2)CC1)C3=O (configuration not stated),-11
Ic1ccc(CSc2nnn(-c3ccccc3)n2)cc1,-3
CC(C)(C)n1nc2c(c1NC(=O)c1ccccc1[N+](=O)[O-])CSC2,-21
Cc1ccccc1OCC(=O)N(Cc1ccc(N(C)C)cc1)C1CCS(=O)(=O)C1 (configuration not stated),0
CC1CCN(S(=O)(=O)c2ccc3ncn(CC(=O)NCCCN4CCOCC4)c(=O)c3c2)CC1,-6
CC(C)OCCCNC(=O)c1cc(=O)[nH]c2ccc(S(=O)(=O)N3CCCCCC3)cc12,-1
O=C(c1ccc2c(c1)OCO2)N(c1ccc(F)cc1)C1C=CS(=O)(=O)C1 (configuration not stated),-1
CC1=NN(C(=O)c2ccc([N+](=O)[O-])cc2)C(O)(C(F)(F)F)C1 (configuration not stated),2
O=S1(=O)CC(NCc2ccccc2)C(Nc2ccc(Cl)cc2)C1 (configuration not stated),1
CCOc1ccc(NC(=O)CCNS(=O)(=O)c2ccc3c(c2)c(=O)n(C)c(=O)n3C)cc1,-1
Cc1c(CCNC2=CC(=O)OC23CCCCC3)c2ccccc2n1C,-3
CCOC(=O)CSc1nc2c(c(=O)n1C)C1(CCCC1)Cc1ccccc1-2,-1
O=C(NCc1ccccc1Cl)c1cc(S(=O)(=O)N2CCc3ccccc32)ccc1F,6
Cn1c(=O)c2c(ncn2CCN(CCO)Cc2ccccc2)n(C)c1=O,-1
Oc1ccc(Cc2nc3ccccc3[nH]2)cc1,-9
CCN1C(=O)/C(=C2\SC(=S)N(CCCOC)C2=O)c2ccccc21,-1
Cc1ccc(NCc2nnc(SCCN3CCCCC3)n2CC2CCCO2)c(C)c1 (configuration not stated),-5
CC1CCN(S(=O)(=O)c2ccc3nc(-c4cccnc4)cc(C(=O)NCCN4CCOCC4)c3c2)CC1,2
NCCCNC(=O)c1c(O)c2cccc3c2n(c1=O)CC3,-6
Cc1ccc(-n2ncc3c(N(C)C4CCCCC4)ncnc32)c(C)c1,0

# The closing 2 entries of the part before open the next one:
SMILES,14-3-3g Raf
NCCCNC(=O)c1c(O)c2cccc3c2n(c1=O)CC3,-6
Cc1ccc(-n2ncc3c(N(C)C4CCCCC4)ncnc32)c(C)c1,0
Cc1cccc(NC(=O)CN(C)S(=O)(=O)c2ccccc2)n1,-4
c1ccc(-c2noc(CSc3nnnn3C3CCCCC3)n2)cc1,-15
O=C(c1cc2ccccc2c(=O)o1)N1CCN(c2ccccc2)CC1,-4
Cc1ccc(CS(=O)(=O)CCC(=O)NCc2ccco2)cc1,-7
COc1ccc(/C(O)=C2\C(=O)C(=O)N(CCCN(C)C)C2c2ccc(Cl)cc2)cc1 (configuration not stated),10
COc1ccc(OC)c(S(=O)(=O)Nc2ccccc2C)c1,-4
CC(=O)c1cccc(Oc2ccc(C#N)cc2[N+](=O)[O-])c1,-5
O=C(Cn1nc(-c2ccccc2)ccc1=O)NCc1cccnc1,-7
CCc1ccc(N2CC(C(=O)Nc3nc4ccccc4s3)CC2=O)cc1 (configuration not stated),-7
CCN(CC)C(=O)CN1C(=O)C2(OCC(C)(c3ccccc3)CO2)c2ccccc21 (configuration not stated),-6
COc1ccc(C2C3=C(CC(C)(C)CC3=O)OC3=C2C(=O)CC(C)(C)C3)cc1CN1C(=O)c2ccccc2C1=O,-4
O=C(CSc1nnc2n(-c3ccccc3)c(=O)c3c4c(sc3n12)CCCC4)c1ccccc1,-20
COc1ccc2c(c1)CCc1c(C(=O)Nc3cc(Cl)ccc3OC)noc1-2,-9
Cc1sc2ncn(CC(=O)NCC(=O)NC3CCCC(C)C3C)c(=O)c2c1C (configuration not stated),3
COc1ccc(S(=O)(=O)N2CCCCC2C(=O)O)cc1OC (configuration not stated),12
COC(=O)CCc1[nH]c2c(C)cccc2c1Sc1ccc(C)cc1,5
CCc1nc(N2CCN(C(=O)c3ccco3)CC2)c2oc3ccccc3c2n1,-5
CCOCCOC(=O)C1=C(C)NC2=C(C(=O)CCC2)C1c1cc(OC)c(OC)cc1Br (configuration not stated),-1
O=C(CCCn1c(=O)[nH]c2cc(Cl)ccc2c1=O)NCc1ccccn1,-10
CC1CC(C)CN(S(=O)(=O)c2ccc(C(=O)N3CCN(c4ccccc4)CC3)cc2)C1 (configuration not stated),7
N#C/C(=C\c1cccs1)Sc1nc2ccccc2s1,-50
CC1(C)CC(=O)C2=C(C1)NC1=C(C(=O)c3ccccc31)C2c1ccc(OC(=O)Cc2ccccc2)cc1 (configuration not stated),-47
O=C(CSc1nnc2c(n1)[nH]c1ccccc12)NCc1ccco1,-9
Cc1cc(C)nc(NS(=O)(=O)c2ccc(N=Cc3c(O)ccc4ccccc34)cc2)n1,-6
O=C(O)CC(c1ccccc1)n1cnnn1 (configuration not stated),-2
COc1ccc(Cc2nc3c4c5c(sc4ncn3n2)C(C)(C)NC(C)(C)C5)cc1,0
CC1CC(=O)N(c2ccc(NCCC3=CCCCC3)c([N+](=O)[O-])c2)C1=O (configuration not stated),-10
COc1ccc(C2NN=C3c4[nH]c5ccc(C)cc5c4CCC32)cc1 (configuration not stated),-110
CSCCC(NS(=O)(=O)c1cccs1)C(=O)Nc1ccc(Br)c(C)c1 (configuration not stated),-2
Cc1cc(N(C(=O)c2ccco2)C(C(=O)NC2CCCCC2)c2ccccc2)ccc1-n1cnnn1 (configuration not stated),0
O=C(Oc1ccc(N(C(=O)c2ccncc2)S(=O)(=O)c2ccc(F)cc2)cc1)c1ccncc1,-4
Cc1cccc(CS(=O)(=O)Cc2ccc(C(=O)NCc3ccc(F)cc3)o2)c1,3
O=C(CCSc1nc(-c2ccco2)cc(C(F)(F)F)n1)NCCc1ccccc1,-9
Cc1ccc(NC(=O)CN(c2cc(C(F)(F)F)ccc2Cl)S(=O)(=O)c2ccccc2)c(C)c1,-6
CC(=O)N1CCc2cc(S(=O)(=O)NC(C(=O)Nc3nc(C)cs3)C(C)C)ccc21 (configuration not stated),-5&-8
CCN(CC)c1ccc2cc(-c3nc4ccccc4n3C)c(=O)oc2c1,2
Cc1ccc(N(CC(=O)N2CCOCC2)S(=O)(=O)c2ccc(F)cc2)cc1,5
COc1cccc(NC(=O)CSc2nccn2-c2cccc(C)c2C)c1,-6
Cc1ccc(Cn2c(=O)c3ccccc3n3c(CCC(=O)O)nnc23)cc1,1
O=C(O)CCCc1nc2ccccc2s1,6
CC1=C(C(=O)OCC2CCCO2)C(c2coc3ccc(C)cc3c2=O)C2=C(CCCC2=O)N1 (configuration not stated),2
COc1ccc(CNC(=O)CN(C(=O)c2ccc(CN3CCOCC3)o2)C2CCCC2)cc1,-4
Cn1c(SCC(=O)Nc2ccc3c(c2)OCO3)nc2c([nH]c3ccccc32)c1=O,12
COc1n[nH]c(C(=O)O)c1[N+](=O)[O-],-3
O=C(Nc1cccc2ccccc12)c1ccc(Br)o1,-2
CCc1cccc(C)c1NC(=O)c1sc2[nH]c(=O)c(C(=O)O)cc2c1N,-12
Cc1ccc(C(c2nnnn2CC2CCCO2)N2CCN(c3cccc(C)c3C)CC2)cc1 (configuration not stated),-4
COC(=O)C1CCN(C(=O)c2ccccc2NC(C)=O)CC1,-4
CC1CCCC(C)N1C(=O)CSc1nc(-c2cccs2)cc(C(F)(F)F)n1 (configuration not stated),-10
CCCCNS(=O)(=O)c1cccc2c(N(C)C)cccc12,4

# Other compounds.
SMILES,14-3-3g Raf
Cc1cccc(-n2c(N)cc(=O)[nH]c2=S)c1,-5
O=C(CCCn1c(=S)[nH]c2ccsc2c1=O)NCC1CCCO1 (configuration not stated),-4
O=C(Nc1ccc2nc(NC(=O)C3CCCCC3)sc2c1)c1cccs1,4
Cc1ccc(-n2c3c(cc(C(=O)Nc4ccccc4)c2=O)C(=O)CC(C)(C)C3)cc1,-10
CC12C=CC(C)(O1)C1C(=O)N(c3ccc(-c4ccccc4)cc3)C(=O)C12 (configuration not stated),-4
COc1ccc(-n2nc(C(=O)NCC(=O)Nc3ccc4c(c3)OCCO4)c3ccccc3c2=O)c(OC)c1,2
Cc1cccc(C)c1NC(=O)Cn1c(=O)n(CC2CCC(C(=O)NC3CCCC3)CC2)c(=O)c2ccccc21 (configuration not stated),-7
Cn1cnc2c1c(=O)n(Cc1cccc(Br)c1)c(=O)n2C,13
CCOC(=O)c1cnc2ccc(C(=O)OC)cc2c1N1CC2(C)CC1CC(C)(C)C2 (configuration not stated),-3
CCN1CCN(c2cc(=O)n(C3CCCCC3)c(=O)[nH]2)CC1,2
O=C(CSc1nc2ccsc2c(=O)n1-c1ccc(F)cc1)Nc1ccccc1Cl,-6
O=C(c1ccccc1)N1CCN(c2ccccc2F)CC1,-12
COc1ccc(NC(=O)CSc2nc3[nH]ncc3c(=O)n2-c2ccc(C)c(Cl)c2)c(OC)c1,-7
O=c1c(Oc2ccccc2Cl)coc2cc(O)ccc12,-16
Cc1csc(NC(=O)C2CCCN2C(=O)OCC(C)C)n1 (configuration not stated),-4
Cn1c(Cn2cnc3ccccc32)nnc1SCC(=O)CC(=O)Nc1ccccc1,-4
COc1ccc(NC(C)=O)cc1NC(=O)CSc1nc2ncccc2[nH]1,-2
Cn1c(C=Cc2ccc(Cl)cc2)c([N+](=O)[O-])c(=O)n(C)c1=O,8
Nc1c(C(=O)Nc2ccccc2)sc2nc3c(c(-c4ccco4)c12)CCC3,-120
CCOC(=O)c1sc2nc(C)n(CC(=O)NCc3ccccc3)c(=O)c2c1C,-7
O=S(=O)(Nc1cccc(C(F)(F)F)c1)c1cccnc1,-7&2
CCOC(=O)Cc1c(C)nc2c(C#N)cnn2c1C,-4
CC1=C(C(=O)OCCOc2ccccc2)C(c2cccc([N+](=O)[O-])c2)NC(=O)N1 (configuration not stated),34*
O=C(OCc1ccccc1F)c1ccc2c(c1)OCCO2,0

# Grouped by structure: those above containing a Cl atom
SMILES,14-3-3g Raf
Cc1ccc2cc3cc(C(=O)N4CCN(c5cc(Cl)ccc5C)CC4)oc3nc2c1,-1
O=C(Nc1nnc(-c2ccccc2)s1)c1ccc(Cl)c(S(=O)(=O)N2CCOCC2)c1,-2&-1
COC(=O)c1[nH]c2ccccc2c1NC(=O)CN1CCN(c2cccc(Cl)c2)CC1,6
O=S1(=O)CC(NCc2ccccc2)C(Nc2ccc(Cl)cc2)C1 (configuration not stated),1
O=C(NCc1ccccc1Cl)c1cc(S(=O)(=O)N2CCc3ccccc32)ccc1F,6
COc1ccc(/C(O)=C2\C(=O)C(=O)N(CCCN(C)C)C2c2ccc(Cl)cc2)cc1 (configuration not stated),10
COc1ccc2c(c1)CCc1c(C(=O)Nc3cc(Cl)ccc3OC)noc1-2,-9
O=C(CCCn1c(=O)[nH]c2cc(Cl)ccc2c1=O)NCc1ccccn1,-10
Cc1ccc(NC(=O)CN(c2cc(C(F)(F)F)ccc2Cl)S(=O)(=O)c2ccccc2)c(C)c1,-6
O=C(CSc1nc2ccsc2c(=O)n1-c1ccc(F)cc1)Nc1ccccc1Cl,-6
COc1ccc(NC(=O)CSc2nc3[nH]ncc3c(=O)n2-c2ccc(C)c(Cl)c2)c(OC)c1,-7
O=c1c(Oc2ccccc2Cl)coc2cc(O)ccc12,-16
Cn1c(C=Cc2ccc(Cl)cc2)c([N+](=O)[O-])c(=O)n(C)c1=O,8

# Screens: PubChem BioAssay, Emory University Molecular Libraries Screening Center

# Not all compounds are listed; count on the stated rates, not on these rows.
